Screening results deposited in PubChem by The Scripps Research Institute Molecular Screening Center.
TAAR1 antag: antagonists of human TAAR1. Q96RJ0. CHO RD-HGA16 TAAR1, Fluo-8 calcium fluorescence, antagonist. inhibition, % at 3 µM. actives 1.5% (n = 360,000). AID 624466;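 active = inhibition above a per-plate cutoff, the mean inhibition of test compounds on that plate plus 3 SD, cut at about 49% in these data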;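 also: 0% = DMSO plus EC80 beta-PEA response and 100% = DMSO alone without agonist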
Target sequence (Q96RJ0 whole entry, looked up): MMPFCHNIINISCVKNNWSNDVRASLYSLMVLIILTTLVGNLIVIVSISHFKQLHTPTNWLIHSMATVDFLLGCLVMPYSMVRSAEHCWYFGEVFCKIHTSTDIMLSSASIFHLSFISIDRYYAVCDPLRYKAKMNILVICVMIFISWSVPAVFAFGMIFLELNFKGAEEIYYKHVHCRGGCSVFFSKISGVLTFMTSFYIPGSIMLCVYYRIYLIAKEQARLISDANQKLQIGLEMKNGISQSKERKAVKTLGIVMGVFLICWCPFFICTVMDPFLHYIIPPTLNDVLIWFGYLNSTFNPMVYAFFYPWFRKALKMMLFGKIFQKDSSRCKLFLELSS
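System: CHO RD-HGA16 cells bearing hTAAR1. Reagent: EC80 β-phenethylamine stimulus. Schedule: seeding 17-24 h prior, 75-min 37 °C, 30-min RT dye loading. Signal: Fluo-8 intracellular calcium dye fluorescence, real-time kinetic reads. Read-out: % inhibition from peak post-agonist over basal fluorescence ratio. Benchmarks: vehicle wells and EC80 agonist wells. Replicates: n of 1.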
OXTR potentiator: potentiates the human oxytocin receptor response | CHO-OTR cells, Fluo-8 calcium fluorescence, potentiator mode; 0% = oxytocin EC15, 100% = EC100 | activation, % at 3 µM | actives 0.061% (n = 320,000) | AID 2445;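 active = activation above that plate's cutoff, the mean activation of tested compounds plus 3 SD, cut at about 6.6% in these data, passing the limit was not always enough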;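 also: 100% uses oxytocin at 75 nM as the full agonist control; some results filed as inactive read as strong as hits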
Target sequence (P30559 whole entry, looked up): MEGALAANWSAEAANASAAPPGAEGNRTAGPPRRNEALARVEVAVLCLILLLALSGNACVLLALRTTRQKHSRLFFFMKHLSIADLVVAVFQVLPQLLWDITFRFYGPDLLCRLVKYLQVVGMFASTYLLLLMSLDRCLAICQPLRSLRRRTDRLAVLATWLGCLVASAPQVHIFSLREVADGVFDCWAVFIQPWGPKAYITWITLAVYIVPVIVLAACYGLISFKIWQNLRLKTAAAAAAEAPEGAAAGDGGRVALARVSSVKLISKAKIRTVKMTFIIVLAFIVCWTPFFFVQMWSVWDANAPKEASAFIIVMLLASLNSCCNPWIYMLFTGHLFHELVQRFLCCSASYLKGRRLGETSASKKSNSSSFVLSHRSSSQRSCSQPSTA
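test system = CHO-OTR cells, human receptor | compound = single-point 3.0 µM | schedule = 6 min compound pre-incubation at room temperature, 100 s kinetic read | signal = Fluo-8 no-wash calcium dye fluorescence, excitation 470-495 nm, emission 515-575 nm | repeats = single well per compound, singlicate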
CHO parental Ca: counter-screen for OX1R antagonists: effect in parental CHO cells. actives 0.63% (n = 330,000). inhibition, % at 5.6 µM. parental CHO-K1, ATP-induced calcium, Fluo-8 fluorescence. AID 463079;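 active = inhibition above that plate's mean sample inhibition plus 3 SD, cut at about 26% in these data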;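 also: 0% = ATP-challenged DMSO wells and 100% = DMSO wells without ATP; some compounds past the cut are filed as inactive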
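material = parental CHO cells | also added = ATP as calcium-mobilizing challenge | dosing = single point at 5.6 µM | detection = intracellular calcium via Fluo-8 no-wash fluorescent dye | read-out = % inhibition | benchmarks = low control ATP plus DMSO, high control DMSO only | repeats = one well per compound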
M1 ag: human M1 muscarinic receptor agonism; P11229; CHO-K1 hM1, Fluo-8 calcium fluorescence, agonist mode; 0% DMSO, 100% acetylcholine EC100; activation, % at 3 µM; actives 0.33% (n = 360,000); AID 588814;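 active = activation above the run's mean compound activation plus 3 SD, cut at about 16% in these data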;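 also: peak over basal fluorescence ratio within a 140 s kinetic read after compound addition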
CHO-K1 Ca PAM: counter-screen for M1 PAMs: effect in parental CHO-K1 cells; actives 0.02% (n = 360,000); activation, % at 3 µM; ATP EC20, Fluo-8 calcium fluorescence; 0% at ATP EC20, 100% at ATP max;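 active = activation above the run cutoff, the mean activation of all test compounds plus 3 SD, cut at about 40% in these data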;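 also: peak over basal fluorescence ratio in a 140 s read after ATP addition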
CHO-K1 Ca antag: M1 antagonist counterscreen hit in parental CHO-K1 cells; ATP-induced calcium, Fluo-8 fluorescence; inhibition, % at 3 µM; actives 0.6% (n = 360,000); AID 602250;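 active = inhibition above a per-plate cutoff, the plate's mean sample inhibition plus 3 SD, cut at about 24% in these data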;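 also: 0% = DMSO plus EC80 ATP and 100% = DMSO alone without ATP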
TAAR1 ag: human TAAR1 agonism; Q96RJ0; CHO RD-HGA16 TAAR1, Fluo-8 calcium fluorescence; vehicle wells 0%, saturating PEA agonist 100%; activation, % at 3 µM; actives 0.99% (n = 360,000);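 active = activation above the mean activation of all test compounds in the run plus 3 SD, cut at about 38% in these data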
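Test system: RD-HGA16 (CHO) cells co-expressing Gα16 and hTAAR1 | Doses: Single dose, 3 µM | Schedule: 17-24 h seeding, 75 min 37 °C dye, 30 min RT | Evaluation: % activation from peak over basal fluorescence ratio, DMSO-to-PEA scaled | Technique: Kinetic Fluo-8 calcium fluorescence | Benchmarks: Low control DMSO, high control PEA (EC100)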
CHO-K1 Ca ag: nonselective activator or artifact in parental CHO-K1 cells. Fluo-8 calcium fluorescence; scaled to maximal ATP response, vehicle zero. activation, % at 3 µM. actives 0.48% (n = 360,000); in the data active = activation above about 15%;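 also: untransfected CHO-K1 host cells lacking M1 receptor as counterscreen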
CHRM1 antagonist: antagonists of human M1 muscarinic receptor; CHO-K1 hM1, Fluo-8 calcium fluorescence, ACh EC80 antagonist; AID 588852; actives 1.3% (n = 360,000); P11229; inhibition, % at 3 µM;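 active = percent inhibition above its own plate's cutoff, namely the mean of that plate's compound wells plus 3 SD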;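 also: peak over basal fluorescence ratio during 140 s after agonist addition; 0% = ACh EC80 plus DMSO and 100% = DMSO alone without agonist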
An asterisk follows results filed as active; . = no result given. This is a subset; count on the stated rates, not on these rows.

SMILES	TAAR1 antag	OXTR potentiator	CHO parental Ca	M1 ag	CHO-K1 Ca PAM	CHO-K1 Ca antag	TAAR1 ag	CHO-K1 Ca ag	CHRM1 antagonist
Cc1[nH]c2ccccc2c1CCNCc1cccnc1	-20	4	-20	-2	-6	-1	2	0.1	12
CCC(=NC(C)c1ccccc1)c1c(O)[nH]c(=O)[nH]c1=O (stereo not drawn)	-6	-2	-4	3	-4	3	4	0.8	-11
COC(=O)C1=C(c2ccc(-c3ccccc3)c(F)c2)C[C@@H]2CC[C@H]1N2C(=O)N1CCOCC1	-11	-9	-12	0	2	6	8	0.9	-6
CC1=C(C(=O)Nc2ccccc2)SCCO1	-23	-8	-1	-1	18	-3	2	0.4	-23
CC(=O)c1cn(Cc2ccccc2F)c2ccccc12	10	.	.	1	-8	24	2	7.9	26
COc1ccc(CCC(=O)N2C[C@H]3C[C@@H](C2)c2cccc(=O)n2C3)cc1	-1	-1	-2	-4	6	-3	1	0.2	-17
O=c1c2ccccc2nc(N2CCCC2)n1-c1ccccc1	12	-4	-2	-9	1	11	-2	-0.2	-11
C[n+]1c(-c2ccccc2)cc(-c2ccc(O)cc2)cc1-c1ccccc1	2	-1	-9	-6	22	-19	3	3.2	-26
CCOc1cc(C=C2C(=O)NC(=S)NC2=O)ccc1O	5	.	.	0	-11	-4	0	-0.2	-6
c1ccc(CCN2CCC(N3CCN(c4ccccc4)CC3)CC2)cc1	5	-8	-8	-8	17	-12	5	1.3	1
CC1CN(CC(=O)c2ccccc2Cl)CC(C)O1 (stereo not drawn)	54*	-8	-3	-5	9	-16	85*	2.8	-9
c1ccc(CNCCc2c[nH]c3ccccc23)cc1	1	-2	-11	-2	-13	5	10	0.0	10
C1=C(c2ccccc2)CCNC1	-33	-6	-11	-4	4	-9	19	0.6	-5
COc1ccc(CC2C(=O)N(C)C(=O)N(C)C2=O)c(OC)c1	-21	-11	2	-2	6	-7	13	0.1	-5
C1CCC2S[C@H]3CCCCC3NC2C1 (stereo partly drawn)	-21	-12	-6	-2	9	0	6	3.8	9
CSc1nc(Cl)c(Br)c(N2CC2)n1	-1	.	.	-8	1	-7	0	0.4	-5
O=C(C1CCCN(c2nnc(-n3cccc3)s2)C1)N1CCC2(CC1)OCCO2 (stereo not drawn)	-12	-4	-29	-5	20	-6	9	2.2	-6
COc1ccc(C(c2nnnn2C2CCCCC2)N2CCC3(CC2)C(=O)NCN3c2ccccc2)cc1 (stereo not drawn)	-44	.	.	1	16	-17	2	0.9	-16
CC(=O)OC1N=C(c2ccccc2)c2cc(C)ccc2NC1=O (stereo not drawn)	-4	-9	-7	-1	12	-2	2	0.1	-25
COC(=O)C1=C(c2cc3ccccc3o2)C[C@@H]2CC[C@H]1N2C(=O)NCc1ccco1	-1	-9	-16	-11	9	-17	-2	-0.7	-2
CCOC(=O)/C(=N\Nc1ccccc1)N1CC1	-2	-5	-11	-7	8	11	10	11	-4
CCc1ccc(C2=NN(CCC(=O)N3CCC4(CC3)OCCO4)C(=O)CC2)cc1	-26	-2	-5	-2	21	-13	4	-0.1	-15
CNCCCc1ccccc1	3	0	0	6	12	-7	43*	0.5	-19
COc1ccc(/C=C2/C(=O)NC(=O)N(c3ccccc3)C2=O)cc1CN1C(=O)c2ccccc2C1=O	.	2	-19	-5	21	-20	.	0.8	-17
COP(=S)(OC)Oc1ccc(Sc2ccc(OP(=S)(OC)OC)cc2)cc1	0	.	.	0	19	-4	0	0.6	-24

Record cards (already shown):
Entry for CNCCCc1ccccc1 = TAAR1 antag = 3; OXTR potentiator = 0; CHO parental Ca = 0; M1 ag = 6; CHO-K1 Ca PAM = 12; CHO-K1 Ca antag = -7; TAAR1 ag = 43*; CHO-K1 Ca ag = 0.5; CHRM1 antagonist = -19
Entry for CSc1nc(Cl)c(Br)c(N2CC2)n1 = TAAR1 antag = -1; OXTR potentiator = .; CHO parental Ca = .; M1 ag = -8; CHO-K1 Ca PAM = 1; CHO-K1 Ca antag = -7; TAAR1 ag = 0; CHO-K1 Ca ag = 0.4; CHRM1 antagonist = -5

Rewritten with two lines to a compound: entries from further up
The line under a structure holds: TAAR1 antag, OXTR potentiator, CHO parental Ca, M1 ag, CHO-K1 Ca PAM, CHO-K1 Ca antag, TAAR1 ag, CHO-K1 Ca ag, CHRM1 antagonist
> COc1ccc(C(c2nnnn2C2CCCCC2)N2CCC3(CC2)C(=O)NCN3c2ccccc2)cc1 (stereo not drawn)
→ -44, ., ., 1, 16, -17, 2, 0.9, -16
> CC(=O)OC1N=C(c2ccccc2)c2cc(C)ccc2NC1=O (stereo not drawn)
→ -4, -9, -7, -1, 12, -2, 2, 0.1, -25
> COC(=O)C1=C(c2cc3ccccc3o2)C[C@@H]2CC[C@H]1N2C(=O)NCc1ccco1
→ -1, -9, -16, -11, 9, -17, -2, -0.7, -2
> CCOC(=O)/C(=N\Nc1ccccc1)N1CC1
→ -2, -5, -11, -7, 8, 11, 10, 11, -4

Entries from the list above that have four or more nitrogen atoms:
SMILES	TAAR1 antag	OXTR potentiator	CHO parental Ca	M1 ag	CHO-K1 Ca PAM	CHO-K1 Ca antag	TAAR1 ag	CHO-K1 Ca ag	CHRM1 antagonist
O=C(C1CCCN(c2nnc(-n3cccc3)s2)C1)N1CCC2(CC1)OCCO2 (stereo not drawn)	-12	-4	-29	-5	20	-6	9	2.2	-6
COc1ccc(C(c2nnnn2C2CCCCC2)N2CCC3(CC2)C(=O)NCN3c2ccccc2)cc1 (stereo not drawn)	-44	.	.	1	16	-17	2	0.9	-16

The list goes on.
SMILES	TAAR1 antag	OXTR potentiator	CHO parental Ca	M1 ag	CHO-K1 Ca PAM	CHO-K1 Ca antag	TAAR1 ag	CHO-K1 Ca ag	CHRM1 antagonist
CCOP(=O)(OCC)OCC	0	-3	-2	0	-8	7	1	-0.3	6
O=C1NC(=O)N(c2ccc3c(c2)OCO3)C(=O)/C1=C/c1cccs1	-13	-14	2	-5	-1	-2	13	0.2	2
CN1CC(C(=O)c2ccc(Cl)cc2)C(c2ccccc2F)C1 (stereo not drawn)	-8	-15	-26	-15	16	-18	45*	2.1	8
CC1(CCCc2ccc(N(CCCl)CCCl)cc2)NC(=O)NC1=O (stereo not drawn)	5	.	.	-3	14	0	0	0.3	-1
COc1cccc(C(=O)C2CCCN(Cc3cccc(C)n3)C2)c1 (stereo not drawn)	9	-2	-11	-12	-3	7	7	0.3	27*
COc1ccccc1-n1c(O)c(C=NCCN2CCNCC2)c(=O)[nH]c1=O	9	-11	-7	-3	15	4	1	0.5	-8
COc1ccc(-n2c(O)c(C(C)=NCc3ccco3)c(=O)[nH]c2=O)cc1	-5	-5	-4	2	-7	6	3	-0.5	-7
COc1cccc(C2=NOC(C(=O)N3CCC4(CC3)OCCO4)C2)c1 (stereo not drawn)	15	-1	-5	-6	17	-14	10	0.9	-10
O=C(NC1CONC1=O)OCC(Cl)(Cl)Cl (stereo not drawn)	8	-7	6	-6	5	-1	2	0.1	0
Cc1cccc(CN2CCN(c3ccc(Cl)cc3)CC2)c1	2	-8	-14	-5	-2	-14	-2	-0.1	8
O=c1cccc2n1CC1CC2CN(C(c2cccc(F)c2)c2sc3ncnn3c2O)C1 (stereo not drawn)	-3	3	-2	-3	0	1	1	0.2	-1
CC(=O)OC1C(O)C2=C3C4(C)C1C(C)(C)C(=O)CC4C3(O)C(OC(C)=O)C1(CC1C)C2=O (stereo not drawn)	0	.	.	.	-7	-7	1	0.4	.
CC1C(OC(=O)CCC(=O)NC(C)(C)CO)O[C@H]2OC3(C)CC[C@H]4[C@H](C)CCC1C24OO3 (stereo partly drawn)	1	-10	-25	0	-13	-1	-2	-0.1	3
CCC12CN3CCN(CC(C3)/C1=N/NC(=O)c1ccncc1)C2	-12	-6	-6	-6	25	-9	3	-0.3	-8
CC(C)CCP(=O)(O)c1ccccc1	-23	5	2	-2	25	-10	5	2.1	-11
CC(Cc1ccccc1)NC(=O)Cc1ccc(N(C)C)cc1 (stereo not drawn)	-8	-10	-16	-7	-6	1	-1	0.1	12
COc1cc(OC)c(OC)cc1CNCCc1cccc(F)c1	35	-8	-15	-6	0	-2	79*	0.5	-5
O=c1[nH]c(O)c(N=Nc2ccc3c(c2)OCCO3)c(=O)[nH]1	7	-11	-4	-7	20	-6	8	1.2	-5
Cc1cc(NC(=O)COC(=O)c2c(C)nn(Cc3ccccc3)c2Cl)no1	21	0	-6	-2	21	-12	9	0.7	-4
